Bioassay records as filed in PubChem BioAssay.
TDP1 cell CPT: DT40-hTDP1 cell growth loss with CPT; chicken DT40 Tdp1-/-;hTDP1 cells + 20 nM CPT, ATP luminescence, 48 h; Potency, µM (top dose mostly 46.2 µM), without a hit: at the highest dose activity change, negative = growth inhibition, actives largely listed as inhibitors; 420,000 compounds, 12% hits; note: nearly all actives have a fitted effect of over 55% in size
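Chicken DT40 Tdp1-/- cells stably complemented with human TDP1 were seeded at 400 cells/well in medium containing 20 nM camptothecin, exposed to pin-transferred compounds, and grown at 37 °C for at least 48 hr. Viability was read as ATP luminescence.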
TDP1 block: TDP1 (human) enzyme inhibition; 350,000 compounds, 0.28% hits; recombinant TDP1, AlphaScreen DNA substrate cleavage; Q9NUW8; Potency, µM (series often up to 130 µM), for inactives: at the highest dose activity change, negative = inhibition, usual class: inhibitors; note: nearly all actives have a fitted effect of over 40% in size
Target sequence (Q9NUW8 whole entry, looked up): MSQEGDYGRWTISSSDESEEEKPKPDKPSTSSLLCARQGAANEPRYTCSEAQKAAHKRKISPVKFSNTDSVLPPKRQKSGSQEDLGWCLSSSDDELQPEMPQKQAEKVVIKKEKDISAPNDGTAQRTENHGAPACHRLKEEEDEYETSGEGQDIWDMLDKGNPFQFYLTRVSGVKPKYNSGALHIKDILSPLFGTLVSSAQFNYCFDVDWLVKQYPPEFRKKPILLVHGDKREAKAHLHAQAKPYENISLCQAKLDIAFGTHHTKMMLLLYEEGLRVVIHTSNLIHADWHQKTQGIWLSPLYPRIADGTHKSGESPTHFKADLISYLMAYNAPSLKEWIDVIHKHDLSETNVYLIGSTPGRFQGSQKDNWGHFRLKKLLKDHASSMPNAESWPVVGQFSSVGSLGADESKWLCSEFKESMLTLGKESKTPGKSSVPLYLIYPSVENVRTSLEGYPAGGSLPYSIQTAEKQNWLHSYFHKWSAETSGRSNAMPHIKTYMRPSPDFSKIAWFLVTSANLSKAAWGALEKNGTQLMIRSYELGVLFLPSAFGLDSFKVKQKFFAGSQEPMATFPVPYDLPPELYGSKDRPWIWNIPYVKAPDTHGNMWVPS
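Here, a 5' biotin and 3' phosphotyrosine-FITC DNA oligonucleotide reports Tdp1 activity: intact substrate bridges AlphaScreen beads, while cleavage leaves a 3' phosphate and drops signal. All incubations at room temperature.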
DT40 TDP1 no CPT: qHTS for Inhibitors of human tyrosyl-DNA phosphodiesterase 1 (TDP1): qHTS in cells in absence of CPT. DT40 Tdp1-/- hTDP1 cells, no CPT, ATP luminescence, 48 h. Potency, µM (doses to about 46.2 µM), for the others: top-dose activity change, negative = growth inhibition, most hits filed as inhibitors. 420,000 compounds, 15% hits; note: nearly all actives have a fitted effect of over 55% in size
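Growth kinetics read by CellTiter-Glo luminescence after ≥48 hr at 37 °C. Cells: DT40 Tdp1-/- stably carrying human TDP1, 400 per well, compound exposure in the absence of CPT (DMSO vehicle).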
An asterisk follows results filed as active; ? = inconclusive; . = no result given; & = joins results of further samples; [ ] = remark or other dose. Calls come from the whole dose curve; as a rule, active = well fitted curve in the direction sought with a large enough effect; inconclusive = small, poorly fitted or top-dose-only effect, or another doubt; inactive = no such curve, though single readings can be large; an effect the other way counts as inactive or inconclusive. % is set by controls: 0 for no effect and ±100 for the full control effect; potency is the fitted concentration of half-maximal effect.

SMILES | TDP1 cell CPT | TDP1 block | DT40 TDP1 no CPT
COC(=O)CSc1nnc(CSc2nc(C)cc(C)n2)o1 | 2% | -3% | 5%
Cc1ccccc1-n1nc(C)c(N=O)c1N | 4% | -5% | 1%
Cc1cc(C(=O)N2CCN(c3cc(Cl)ccc3C)CC2)c2c(C)nn(-c3ccccc3)c2n1 | 21µM* | -6% | ?
CCC(C(=O)NCc1ccccc1)n1c(C2CCN(C(C)=O)CC2)nc2ccccc21 (stereo not given) | -10% | . | -27%
O=C(NCCc1c[nH]c2ccccc12)/C(=C\c1cccnc1)NC(=O)c1ccccc1F | -16% | -3% | ?
O=C(CCc1ccccc1)N1CCN(c2ccc(F)cc2)CC1 | -21% | 7% | -16%
Cc1nn(CC(=O)N2CCCCC2)c(=O)c2cc3occc3n12 | -6% | 0% | -9%
COC(=O)[C@@H]1C[C@@]2(O)[C@H](O)[C@H](O)[C@H](O)C[C@H]2N1C/C=C/c1ccccc1 | 16% | 1%&4% | 7%
CC(=O)c1ccc(NC(=O)C2CCCN(C(=O)c3ccc(Cl)cc3)C2)cc1 (stereo not given) | 26µM* | 2% | 21µM*
CSCCC(NC(=O)c1ccco1)C(=O)N(C)CC(=O)Nc1c(Cl)cccc1Cl (stereo not given) | -3% | . | 0%
COC(=O)CCC(=O)COc1ccc(OC)cc1C#N | -20% | 5% | -22%
COc1ccccc1N(CC(=O)NCCSCc1cccc(Cl)c1)S(C)(=O)=O | ? | . | ?
Cc1ccc2cc(CN(CCN(C)C)C(=S)Nc3ccccc3)c(=O)[nH]c2c1C | ? | 4% | 21µM*
CC(C)c1ccc(CN(C(=O)c2cccs2)C2CCS(=O)(=O)C2)cc1 (stereo not given) | ? | -6% | ?
O=C(C[C@H]1C/C=C\C[C@@H](Cc2ccc(F)cc2)C(=O)O[C@H](c2ccccc2)CNC1=O)NCCO | ? | 2% | ?
COc1ccccc1C(=O)NC(CCSC)C(=O)NCC(c1ccco1)N(C)C (stereo not given) | 0% | 2% | -19%
CCSc1nnc(NC(=O)CSc2nccn2-c2cccc(C)c2C)s1 | ? | 7% | ?
Cc1ccc(-c2nnc(N3CCN(C(=O)c4cccs4)CC3)c3ccccc23)cc1 | ? | 3% | 23µM*
Cc1nnc(N2CCN(C(=O)NC(C)C)CC2)c2nn(-c3ccccc3)c(C)c12 | -3% | 8% | -1%
N#Cc1ccc(-c2csc(NC(=O)c3ccc(S(=O)(=O)N4CCc5ccccc5C4)cc3)n2)cc1 | -17% | 3% | -25%
CS(=O)(=O)c1cccc(-c2nnc(NC(=O)c3ccc4ncsc4c3)o2)c1 | -8% | . | -2%
CC(C)(C)CCN1CCC(CN2CCNC2=S)CC1 | -12% | . | -5%
O=C(Cn1c(=O)c2sccc2n(CC(=O)Nc2ccc(Cl)cc2Cl)c1=O)NCCc1ccccc1 | ? | -3% | -18%
O=C(Nc1ccccc1C(=O)NC(Cc1c[nH]c2ccccc12)C(=O)O)c1ccccc1 (stereo not given) | 2% | 5% | ?
N#CCSc1nnc(Nc2ccccc2)s1 | 0% | 9% | -16%

Part of the list above in order of molar mass, rising:
SMILES | TDP1 cell CPT | TDP1 block | DT40 TDP1 no CPT
Cc1ccccc1-n1nc(C)c(N=O)c1N | 4% | -5% | 1%
N#CCSc1nnc(Nc2ccccc2)s1 | 0% | 9% | -16%
COC(=O)CCC(=O)COc1ccc(OC)cc1C#N | -20% | 5% | -22%
Cc1nn(CC(=O)N2CCCCC2)c(=O)c2cc3occc3n12 | -6% | 0% | -9%
COc1ccccc1C(=O)NC(CCSC)C(=O)NCC(c1ccco1)N(C)C (stereo not given) | 0% | 2% | -19%
COc1ccccc1N(CC(=O)NCCSCc1cccc(Cl)c1)S(C)(=O)=O | ? | . | ?
O=C(C[C@H]1C/C=C\C[C@@H](Cc2ccc(F)cc2)C(=O)O[C@H](c2ccccc2)CNC1=O)NCCO | ? | 2% | ?

Next part:
SMILES | TDP1 cell CPT | TDP1 block | DT40 TDP1 no CPT
Nc1cc(S(=O)(=O)N2CCCCC2)ccc1N1CCOCC1 | -27% | -1% | ?
O=C(N/N=C/c1cccs1)c1ccc(NC(=O)c2ccccc2Cl)cc1 | -23% | 3% | -15%
CCCCCC(=O)NC(=S)Nc1ccc(N2CCCCC2)c(Cl)c1 | -27% | -1% | ?
COc1ccc(C2Nc3ccccc3C(=O)N2Cc2ccco2)cc1OC (stereo not given) | 8.9µM* | 6% | 22µM*
N#Cc1ccc(CN2CCN(C(=O)c3cc(C4CC4)nn3-c3ccccc3)CC2)cc1 | 23µM* | 2% | 21µM*
CCOC(=O)c1cn(-c2nc(-c3ccc(Cl)c(Cl)c3)cs2)c2c(F)c(N3CCOCC3)c(F)cc2c1=O | ? | 2% | ?
CC(C)(C)N1C(=O)c2ccccc2NC(=O)N1Cc1ccccc1 | 2% | -2% | -9%
CCC(C(=O)OCC(=O)Nc1ccccc1-c1ccccc1)c1ccccc1 (stereo not given) | ? | -3% | ?
COc1ccc(/C=C/C(=O)NC(C)CCc2ccccc2)cc1 (stereo not given) | -21% | 2% | ?
COc1ccc(NC(=O)CN2C(=O)c3cccnc3Sc3ccccc32)cc1OC | ? | 7% | 16µM*
CS(=O)(=O)N(CC(=O)NCC1CCCO1)c1cc(Cl)ccc1Cl (stereo not given) | 3% | 0% | -1%
COc1ccc(Cl)cc1NC(=O)CN1Cc2ccccc2C1=O | -3% | -2% | ?
Oc1ccccc1/C=N/Nc1nccnc1Cl | 4.6µM* | 8% | 2.9µM*
NC(=NCCc1ccccc1)c1cccc([N+](=O)[O-])c1 | -14% | . | 11%
Cc1ccc(CNC(=O)CCS(=O)(=O)c2ccc3c(c2)CC(C)N3C(=O)C2CC2)o1 (stereo not given) | ? | 3% | 26µM*
CCCOc1cccc(C(=O)NC(=S)Nc2cccc(C(F)(F)F)c2)c1 | ? | 6% | ?
CCNc1c(NS(=O)(=O)c2ccc(Cl)s2)c(=O)oc2ccccc12 | 3% | 0% | -15%
CCOC(=O)C1=CCN(S(=O)(=O)c2ccccc2Br)C1c1ccc(F)cc1 (stereo not given) | ? | . | ?
CCn1cc(CN2CCC(n3nccc3NC(=O)C(OC)c3ccccc3)CC2)cn1 (stereo not given) | 2% | . | -14%
O=C(OCC(=O)N1CCCc2ccccc21)c1cncc(Br)c1 | -14% | 8% | 6%
COc1ccccc1NC(=O)c1cc2c(C)nn(-c3ccccc3)c2s1 | ? | . | 23µM*
O=S(=O)(Cc1cc(-c2ccccc2)no1)c1ccccc1 | -15% | 1% | -10%
Cc1cc(N/N=C/c2ccccc2Cl)nc(NCc2ccccc2)n1 | 4.6µM* | -3% | 4.1µM*
COc1ccc(OC)c(C2CC(c3ccc(NS(C)(=O)=O)cc3)=NN2C(=O)c2ccccc2)c1 (stereo not given) | -26% | 3% | -5%
CCOc1ccc(NC(=O)CCCn2nc(C)c3c(C)n(-c4ccccc4)nc3c2=O)cc1 | -6% | 2% | 21%
SMILES | TDP1 cell CPT | TDP1 block | DT40 TDP1 no CPT
O=C(CSc1ccc([N+](=O)[O-])cn1)Nc1ccc(N2CCOCC2)c(Cl)c1 | 1% | 3% | -1%
Cc1ccc(C(=O)N2CCCC(CCC(=O)N3CCN(c4ccccn4)CC3)C2)cn1 (stereo not given) | ? | 6% | 0%
COc1ccccc1C1CN(CCNC(=O)C2=CCCC2)Cc2ccccc2O1 (stereo not given) | -10%[9.04 µM] | . | ?
CCOC(=O)C1(C)C=C(Nc2ccc(C(=O)O)cc2)C(=O)N1c1ccc(C(=O)O)cc1 (stereo not given) | 24% | . | 4%
CCCCN(CCCC)CCNC(=O)c1ccc2nc(-c3ccccc3NC(C)=O)c(=O)[nH]c2c1 | -24% | 7% | -17%
O=C(/C=C/c1cccc([N+](=O)[O-])c1)NC1CC2CCC1C2 (stereo not given) | -4% | 5% | -24%
O=C(COC(=O)Cn1nnc(-c2ccccc2)n1)Nc1ccccc1Br | -1% | 0% | -18%
Cc1ccc(OCCCC(=O)NC(C)c2ccccc2)c(C)c1 (stereo not given) | ? | 3% | ?
COC(=O)C1=C(C)N=C2SCCC(=O)N2C1/C=C/c1ccccc1 (stereo not given) | 7% | 2% | -7%
N#C/C(=C\c1ccccc1)C(=O)NCc1ccc(F)cc1 | ? | -10% | ?
CCCN1CNc2c(c(=O)[nH]c(=S)n2CCc2cccc(C)c2)C1 | ? | 0% | ?
N#Cc1c(NC(=O)CCCl)sc2c1CCCCC2 | 18µM* | 4% | 18µM*
O=C1c2cccc3c([N+](=O)[O-])ccc(c23)C(=O)N1Cc1cccnc1 | 3.7µM* | 9% | 4.6µM*
Cc1ccc(CCNC(=O)C2CCC(=O)N(Cc3cccc(F)c3)C2)cc1 (stereo not given) | -5% | 3%[56.1 µM] | -1%
COc1ccc(-c2noc(CCC(=O)NC3CCCC3)n2)cc1 | -26% | 8% | ?
O=C(NCc1cccc(C(F)(F)F)c1)c1ccc2c(c1)OCCO2 | -19% | 8% | -25%
CCN1C(=NCCc2c[nH]c3ccccc23)N[C@@H](c2ccccc2)[C@H](C(=O)OC)[C@H]1C | 9.2µM* | . | 18µM*
O=C(c1ccc(S(=O)(=O)Nc2cccc(C(F)(F)F)c2)cc1)N1CCOCC1 | -25% | 3% | -12%
CCN(Cc1ccccc1)C(=O)c1ccc(NC(=O)c2ccc(OC)cc2)cc1 | ? | 4%[56.1 µM] | ?
Cn1c(O)c(N=NC(=O)c2cccc(S(=O)(=O)N3CCCCC3)c2)c2ccccc21 | 16µM* | 8% | ?
O=C(c1ccco1)[C@@H]1[C@@H]2C(=O)N(c3ccc(F)cc3)C(=O)[C@@H]2[C@H]2C=Cc3ccccc3N21 | 6.5µM* | 8% | 18µM*
CN(Cc1ccccc1)C(=O)COc1ccccc1Cl | -8% | . | ?
COC(=O)c1sc(-c2ccccc2)cc1NC(=O)Nc1ccc(Cl)cc1 | ? | 0% | ?
COCCn1c(SCC(=O)Nc2cccnc2Cl)nc2cc(Cl)ccc2c1=O | 6% | -1%[56.1 µM] | -21%
COc1ccc2c(c1)CCc1c(C(=O)NCCCn3ccnc3)noc1-2 | -24% | 10% | ?
SMILES | TDP1 cell CPT | TDP1 block | DT40 TDP1 no CPT
COC(=O)N/N=C/c1cn(Cc2ccccc2Cl)c2ccccc12 | 18µM* | 8% | 21µM*
CC1CC(=O)Nc2ccccc2N1C(=O)COc1ccc2ccccc2c1 (stereo not given) | ? | -7% | ?
CC(C)[C@H](Nc1ncnc2c1oc1ccccc12)C(=O)O | 10% | . | -16%
CCN(CC(=O)N1CCCC1)S(=O)(=O)c1ccccc1 | -13% | . | -8%
CCCCNC(=S)NNC(=O)c1nn(C)cc1Cl | -9% | 10%[56.1 µM] | -27%
CC(=O)CC(=O)Nc1ccc(C(N)=O)cc1 | 0% | 6% | 13%
CCOC(=O)c1oc2ccc(S(=O)(=O)n3nc(-c4ccc(OC)cc4)cc3N)cc2c1C | 2.9µM* | 3% | 2.9µM*
COc1ccc(NC(=O)C(c2ccccc2)N(C)C(=O)c2cnccn2)cc1 (stereo not given) | -14% | 4% | -18%
NC(=O)c1cc(Cc2ccccc2)sc1NC(=O)c1ccco1 | ? | 0% | 12µM*
Cc1ccc(S(=O)(=O)N2CCN(c3nc(-c4ccc(CN5CCOCC5)s4)nc4ccccc34)CC2)cc1 | ? | . | ?
Nc1ccccc1C(=O)NC12CC3CC(CC(C3)C1)C2 | -6% | . | ?
Cc1cc(NC(=S)N(CCN2CCOCC2)Cc2ccccc2F)ccc1Cl | ? | 7% | 18µM*
COc1cc(C(=O)NCCc2nc3ccccc3n2C)cc(OC)c1OC | -17% | 2% | -27%
O=C(Nc1ccccc1C(F)(F)F)c1ccc2nccnc2c1 | -26% | 2% | -12%
Cc1ccc(S(=O)(=O)N2CCC(C(=O)OC(C)C(=O)NC3CCCCC3C)CC2)cc1 (stereo not given) | -13% | 1% | -28%
COc1cccc(NC(=O)C(Sc2nnnn2C)c2ccccc2)c1 (stereo not given) | -14% | 3% | 11%
Cc1c(OCc2ccc(C(=O)O)o2)ccc2c3c(c(=O)oc12)CCC3 | -21% | . | -9%
CC(NC(=O)c1ccccc1Cl)C(=O)O (stereo not given) | 1% | 3% | 1%

Part of the list above, field by field.
> CC(C)[C@H](Nc1ncnc2c1oc1ccccc12)C(=O)O
  TDP1 cell CPT: 10%	TDP1 block: .	DT40 TDP1 no CPT: -16%

> CCN(CC(=O)N1CCCC1)S(=O)(=O)c1ccccc1
  TDP1 cell CPT: -13%	TDP1 block: .	DT40 TDP1 no CPT: -8%

> CCCCNC(=S)NNC(=O)c1nn(C)cc1Cl
  TDP1 cell CPT: -9%	TDP1 block: 10%[56.1 µM]	DT40 TDP1 no CPT: -27%
